Source: PubChem (National Center for Advancing Translational Sciences (NCATS))
ASM inhibitor = inhibitors of human secretory acid sphingomyelinase | AID 504937 | Potency, µM (titrated, usually from 57.5 µM), without a hit: at the top dose activity change, negative = inhibition, usual class: inhibitors | actives 0.006% (n = 340,000) | placental ASM, HMU-PC fluorogenic substrate, 60 min | P17405; active = well fitted inhibition curve with a large enough effect; inconclusive = small, poorly fitted or top-dose-only effect; inactive = no such curve, though single readings can be large or run the other way; also: potency is read from the fitted curve at half-maximal effect
Target sequence (P17405 47-631 limits assumed): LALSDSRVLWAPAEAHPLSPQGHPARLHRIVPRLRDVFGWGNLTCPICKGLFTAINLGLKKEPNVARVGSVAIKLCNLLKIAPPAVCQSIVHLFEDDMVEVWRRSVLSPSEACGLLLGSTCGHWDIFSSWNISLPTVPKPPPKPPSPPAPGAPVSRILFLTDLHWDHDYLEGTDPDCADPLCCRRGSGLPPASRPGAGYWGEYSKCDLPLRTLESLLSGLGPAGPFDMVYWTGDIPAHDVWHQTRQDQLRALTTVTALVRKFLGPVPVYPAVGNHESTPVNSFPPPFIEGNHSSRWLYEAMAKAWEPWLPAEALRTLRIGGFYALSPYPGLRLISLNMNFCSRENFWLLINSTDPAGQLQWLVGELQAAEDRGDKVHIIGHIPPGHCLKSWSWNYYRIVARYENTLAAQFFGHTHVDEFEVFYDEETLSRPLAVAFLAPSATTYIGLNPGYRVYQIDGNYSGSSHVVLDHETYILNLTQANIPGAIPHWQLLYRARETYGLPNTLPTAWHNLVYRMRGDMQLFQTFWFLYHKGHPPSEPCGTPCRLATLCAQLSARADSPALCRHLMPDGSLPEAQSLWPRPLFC
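HMU-PC0 cleavage (9 uM final) by human placental ASM, 60 min at 37 °C following 10 min compound exposure at RT; stopped at pH 10, fluorescence Ex 386/Em 447 nm.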
KCNH2 WT inh = blocks the wildtype human KCNH2 potassium channel | Q12809 | U2OS, BacMam KCNH2, thallium flux FluxOr; stronger effect = lower value | activity change, % at 1.84 µM | actives 0.37% (n = 340,000) | AID 720551;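 active = maximum activity change below -70%; inconclusive = maximum activity change between -70% and -50%; inactive = maximum activity change above -50%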; also: % is scaled to controls: 0 for no effect and ±100 for the full control effect
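U2OS cells transduced with wild-type KCNH2 virus are loaded with FluxOr dye for 45 min, and thallium flux is measured in kinetic reads before and after stimulation buffer. Rate constants are normalized to DMSO controls.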
Active calls of the source: *; u = inconclusive; x = no result given; [ ] = another dose, or the depositor's remark.

SMILES	ASM inhibitor	KCNH2 WT inh
O=S(=O)(c1ccccc1)C1CC1(c1ccccc1)c1ccccc1 (stereo not given)	-3%	1
O=C(O)c1ccccc1C(=O)N(c1ccccc1)c1ccccc1	6%	-1
Cc1ccc(-n2nc(C(=O)c3ccccc3)n3c(=O)c(Cc4ccccc4)nnc23)cc1	-6%	9
CC(/C=C/c1ccc2c(c1)OCO2)=N/NC(=O)CNc1ccc(C)cc1	u	-6
Oc1ccccc1C=NN=Cc1ccccc1Cl	-2%	31
O=[N+]([O-])c1ccc(S(=O)(=O)NN=CCCc2ccccc2)cc1	-2%	-11
O=C(O)C1=C(C(=O)O)C2C=CC1C2	5%	3
Cc1cc(Cl)ccc1OCC(=O)NNC(=O)c1cccs1	-2%	4
CCCc1cc(N2CCCC(C(=O)Nc3cc(Cl)ccc3OC)C2)n2ncnc2n1 (stereo not given)	34%	28
Cc1ccc(N2C(=O)c3ccccc3C2(O)c2ccccc2)cc1 (stereo not given)	-2%	2
O=C1NC[C@H](Cc2ccccc2)N(C[C@H]2CCCN2C[C@H](Cc2ccccc2)N2C[C@H](Cc3ccccc3)N(CC3CCCCC3)C(=O)C2=O)C1=O	-9%	24
O=S(=O)(c1ccccc1)N1CCc2ccccc21	-1%	-3
O=C(COc1ccc(Cl)cc1Cl)Nc1ccccc1F	-3%	2
C=CCOC(=O)N1CCC2CC1c1cc(-c3cccc(C)c3)ccc12 (stereo not given)	-6%	1
CC(=O)NC(c1ccc(Cl)cc1)c1ccc2cccnc2c1O (stereo not given)	-5%	4
Cc1ccc(Cl)cc1NS(=O)(=O)c1ccccc1	-3%	5
CCCCC(=O)NC(c1cccc([N+](=O)[O-])c1)c1ccc2cccnc2c1O (stereo not given)	-3%	-20
CCOC(=O)C1(Cc2cccc(OC)c2)CCCN(C(=O)CSC)C1 (stereo not given)	8%	-9
CCOC(=O)Nc1ccc2c(c1)C(=NO)c1ccccc1-2	-7%	-4
COc1ccc2c(c1)CCCC2=O	3%	12
COC(=O)C1C=CC(OC2OC(COC(C)=O)C(OC(C)=O)C(OC(C)=O)C2OC(C)=O)n2c(=O)n(-c3ccccc3)c(=O)n21 (stereo not given)	-3%	-6
CCOc1ccc2oc(C(=O)OCC(=O)N(CC(C)C)c3c(N)n(Cc4ccccc4)c(=O)[nH]c3=O)c(C)c2c1	-4%	1
CCN(CC)S(=O)(=O)c1ccc(N2CCOCC2)c(NC(=O)c2nn(C)c(=O)c3ccccc23)c1	-1%	-14
Cc1cc(C)c2c(=N)c3ccccc3n(CCCCCCCCn3c4ccccc4c(=N)c4c(C)cc(C)nc43)c2n1	85%	-1
CN1C[C@@H]2[C@@H]3C(=O)N(C)C(=O)[C@@H]3[C@](C)(C1=O)N2C(=O)c1ccccc1	0%	-8

Gathered by group: the compounds so far with sulfur.
SMILES	ASM inhibitor	KCNH2 WT inh
O=S(=O)(c1ccccc1)C1CC1(c1ccccc1)c1ccccc1 (stereo not given)	-3%	1
O=[N+]([O-])c1ccc(S(=O)(=O)NN=CCCc2ccccc2)cc1	-2%	-11
Cc1cc(Cl)ccc1OCC(=O)NNC(=O)c1cccs1	-2%	4
O=S(=O)(c1ccccc1)N1CCc2ccccc21	-1%	-3
Cc1ccc(Cl)cc1NS(=O)(=O)c1ccccc1	-3%	5
CCOC(=O)C1(Cc2cccc(OC)c2)CCCN(C(=O)CSC)C1 (stereo not given)	8%	-9
CCN(CC)S(=O)(=O)c1ccc(N2CCOCC2)c(NC(=O)c2nn(C)c(=O)c3ccccc23)c1	-1%	-14

The results go on.
SMILES	ASM inhibitor	KCNH2 WT inh
O=c1c2ccccc2nc(/C=C/c2cccc([N+](=O)[O-])c2)n1CCCO	-5%	9
COc1cc(C2c3cc4c(cc3OC(Nc3ccc(C(=O)O)cc3)C2C)OCO4)cc(OC)c1OC (stereo not given)	-14%	-9
CCC(=Cc1ccccc1O)c1ccncc1	-2%	-2
CN1CCN(C(=O)c2ccc3c(c2)N(Cc2cccc(Cl)c2)C(=O)c2ccccc2S3=O)CC1 (stereo not given)	0%	-1
CC(=O)c1ccc(OCC(=O)Nc2cccc(C(=O)Nc3c(C)n(C)n(-c4ccccc4)c3=O)c2)cc1	1%	3
O=C(NC1=NCCS1)c1cccc(Br)c1	-1%	4
C[C@H]1CC[C@]2(O[C@H](CCO)C[C@H](O)[C@H]2O)O1	4%	4
Cc1ccc(S(=O)(=O)NNC(=O)c2cc([N+](=O)[O-])c(C)c([N+](=O)[O-])c2)cc1	-1%	2
CC(C)NC1(C(N)=O)CCNCC1	4%	4
COC(C/C=C/[C@@H](O)[C@@H](C)OCc1ccccc1)OC	4%	-9
Cc1cccc(C)c1-c1ccc(CN2C(CC(C)C)C(=O)N(Cc3cn(CC4CCCCC4)nn3)CCS2(=O)=O)cc1 (stereo not given)	2%	0
COc1ccc(C#Cc2c(-c3ccc(OC)cc3)oc3ccc(-c4ccc(OC)cc4)cc23)cc1	370%[activator]	-11
CCC(=O)Nc1cccc(-c2nnc(-c3ccccc3)o2)c1	0%	-6
COc1ccc(C2CC(c3ccccc3)=NN2C(=O)CSc2nnnn2-c2cccc(C)c2)cc1 (stereo not given)	8%	-5
Fc1ccc(CCNc2ncnc3[nH]ncc23)cc1	0%	-8
O=C(NCCCCc1ccccc1)c1cccc(NC(=O)C2CCCCC2)c1	5%	23
COC(=O)c1sc(NC(=O)c2ccc3c(c2)OCO3)c(C#N)c1C	-1%	-4
COc1cccc(-n2c(SCC(=O)N3CCOCC3)nc3c([nH]c4ccccc43)c2=O)c1	0%	7
COc1cc(C)ccc1Oc1ccc([N+](=O)[O-])cc1	-2%	-2
O=c1[nH]nc(-c2ccccc2)cc1-c1ccccc1	-1%	-4
O=C(O)c1ccccc1C(=O)Nc1ccccc1NC(=O)c1ccccc1C(=O)O	-2%	2
COc1c(CC=C(C)C)c(O)cc2oc(=O)c3c4ccc(O)cc4oc3c12	x	5
CC(C)(C)c1ccc(-c2ccc3c(c2)S(=O)(=O)c2ccccc2C3=O)cc1	1%	-12
O=C([C@@H]1CC=C[C@@H]2CCN(C3CCCCC3)C(=O)[C@@H]21)N1CCN(c2ccccc2)CC1	1%	4
CN1OC[C@@H]2CN(C(=O)C(C)(C)C)[C@H](c3cccc(-c4ccccc4)c3)C[C@@H]21	-2%	-4
(listing goes on)
SMILES	ASM inhibitor	KCNH2 WT inh
COc1cc2[nH]c3c(c2cc1OC)CCN1CCCC[C@@H]31	16%	-1
CCCCNc1nc(Cl)nc(Nc2ccc(C)cc2)n1	0%	-17
COCC(=O)N1CCC2CC1c1cc(Cl)ccc12 (stereo not given)	7%	7
CCOC(=O)c1cc(N2CCCCC2)nc2ccccc12	178%[activator]	-34
CC1(C)CC(=O)C=C(c2cc3ccccc3s2)C1	3%	0
CCN1C[C@@H]2[C@@H]3C(=O)N(Cc4ccccc4)C(=O)[C@@H]3[C@](Cc3ccccc3)(C1=O)N2C(=O)c1ccc(Br)cc1	-1%	-4
COc1ccc(CCNC(=O)CCc2ccccc2)cc1OC	2%	2
Oc1c(CN2CCCCC2)ccc2cccnc12	-2%	-4
Cc1ncc2c(n1)NC(=O)NC2	3%	-1
COc1cc(OC)c2c3c(c(C4CCCCC4)nc2c1)CCCC3	-6%	1
COC1=CC(=O)c2c(ccc3ncnc(N)c23)C1=O	-1%	2
NC(Cc1ccc2nsnc2c1)C(=O)O (stereo not given)	2%	2
COc1ccc(-c2c(C#N)c(N)nc3c2CCCC3)cc1OC	7%	27
CCCCN(C(=O)C1CCN(C(=O)c2ccccc2C)CC1)c1c(N)n(CC(C)C)c(=O)[nH]c1=O	-1%	-2
COc1cc(C2(c3ccc(O)c(OC)c3)C(=O)Nc3c(C)cc(Br)cc32)ccc1O	-8%	-1
CCN(C(=O)CSc1nnc(-c2cccc(F)c2)n1N)c1c(N)n(Cc2ccccc2)c(=O)[nH]c1=O	3%	-5
CCOC(=O)Cc1csc(NC(=O)c2cc(C)on2)n1	4%	-9
O=C1C2C3C=CC(O3)C2C(=O)N1N=C1CCCCC1 (stereo not given)	2%	6
Oc1c(Cl)cc(Cl)c(Cl)c1CN1CCOCC1	5%	-1
COc1ccc(C(=O)NC(=S)NNC(=O)c2ccc(C)cc2)cc1	3%	-8
CC1(C2CCC3(C)OC3C2)CO1 (stereo not given)	-3%	0
Clc1ncnc2[nH]ccc12	8%	3
Cc1ccc(S(=O)(=O)N(CCCc2c(C)nc[nH]c2=O)c2ccccc2)cc1	2%	29
Cc1ccc(Nc2nc(Cl)nc3ncn(C)c23)c(C)c1	2%	3
COc1ccccc1C(CNC(=O)CN1C(=O)NC(C)(c2ccc3ccccc3c2)C1=O)N1CCCC1 (stereo not given)	1%	-25

Compound profiles (already shown). Order of values: ASM inhibitor	KCNH2 WT inh
Shown for `CCCCN(C(=O)C1CCN(C(=O)c2ccccc2C)CC1)c1c(N)n(CC(C)C)c(=O)[nH]c1=O` → -1%	-2
Shown for `CCOC(=O)c1cc(N2CCCCC2)nc2ccccc12` → 178%[activator]	-34
Shown for `COc1ccccc1C(CNC(=O)CN1C(=O)NC(C)(c2ccc3ccccc3c2)C1=O)N1CCCC1` (stereo not given) → 1%	-25
Shown for `NC(Cc1ccc2nsnc2c1)C(=O)O` (stereo not given) → 2%	2
Shown for `CC1(C)CC(=O)C=C(c2cc3ccccc3s2)C1` → 3%	0

The listing continues:
SMILES	ASM inhibitor	KCNH2 WT inh
CCOc1ccc(-c2nn3c(-c4ccc(F)cc4)nnc3s2)cc1	-26%	-3
Cc1cn(CC(=O)NCc2ccccc2)c(=O)[nH]c1=O	1%	0
CC1(C)COC(c2cc3c(cc2Br)OCO3)OC1	1%	-1
O=C(Cn1c(C(=O)c2ccccc2)nc2ccccc21)c1ccc(Cl)cc1	-11%	13
CCC(c1ccccc1)C(CC)c1cc(O)c(O)c(O)c1 (stereo not given)	-11%	6
Cc1cc(N)cc(C)c1-c1c(Br)cc(N)cc1Br	0%	-5
Clc1nnc2c3ccccc3ccn12	4%	4
O=C(Cc1cccc(NC(=O)C2CCCN(C(=O)CCc3ccccc3)C2)c1)Nc1cccc(C(=O)N2CCOCC2)c1 (stereo not given)	3%	0
O=S(=O)(/C(=C\c1ccc(C(F)(F)F)cc1)c1nc2ccccc2[nH]1)c1ccccc1	-1%	1
COc1ccc(Br)cc1CNC(=O)C1CCC(=O)N1C(C)C (stereo not given)	2%	2
O=C(O)CSc1nc2ccc(Br)cc2[nH]1	10%	-7
COc1ccc(S(=O)(=O)N(C)C)cc1NC(=O)C1CCN(c2ncnc3sc(C)c(C)c23)CC1	0%	3
O=C(CCn1c(=O)oc2ccccc21)N(Cc1ccccc1)c1ccccn1	2%	1
C=CCN1C=C(C(=O)c2ccccc2)C(=O)CC1	0%	-10
COc1cc(N=Nc2ccc(C)cc2S(N)(=O)=O)c(C)cc1N	-23%	2
CN(C)c1ccc2cc(S(=O)(=O)O)cc(O)c2c1	228%[activator]	5
Cc1ccc(S(=O)(=O)NCC(=O)OCC(=O)c2ccc(S(=O)(=O)N3CCCCC3)cc2)cc1C	0%	2
Nc1ccccc1N1C(=O)c2cccc3cccc(c23)C1=O	4%	-9
CCC(=O)N=c1sc2cc(F)cc(F)c2n1C	-2%	-10
COc1ccc(NC(=O)Nc2ccc(O)c3ccccc23)cc1	-1%	3
Cc1ccc(-c2nnnn2-c2ccccc2C(=O)O)cc1	6%	9
CC(C)=CC1C(C(=O)NCCc2ccccc2)C1(C)C (stereo not given)	3%	6
Cc1cc2nc(-c3ccccc3O)[nH]c2cc1C	52%[activator]	-5
Cc1nnc(SCCn2c(N3CCCCC3)nc3c2c(=O)n(C)c(=O)n3C)s1	4%	3
O=C(CCN1CCCCC1)c1cccc(Cl)c1	-1%	4
Next section:
SMILES	ASM inhibitor	KCNH2 WT inh
COC1=C(Br)C(=O)c2ncccc2C1=O	-2%	2
CN(C)c1cc2c3ccccc3n(C)c2cc1N	32%[activator]	-7
CC(C)C[C@@H](CN)NC(=O)c1nc[nH]c1C(=O)N[C@@H](Cc1ccccc1)C(=O)CNC[C@H](C)NC(=O)c1nc[nH]c1C(=O)N[C@@H](CC(C)C)C(=O)O	4%	-15
CC1Oc2cc3oc4c(O)c(O)ccc4c(=O)c3c(O)c2C1(C)C (stereo not given)	-3%	-16
CC12CCC3c4ccc(O)cc4CCC3C1CC(=NO)C2O (stereo not given)	2%	4
OCCN1CCN(CC/C=C2/c3ccccc3CSc3ccccc32)CC1	1%	13
O=C1CCN(Cc2ccccc2)C(=S)N1	6%	-2
COc1ccc(C(=O)NC(=S)NNC(=O)c2ccccc2C)cc1	-3%	-2
COC(=O)C[C@H]1c2ccccc2S(=O)(=O)N1Cc1ccc(OC)cc1	0%	-32
CC1=NN(C(=O)c2ccncc2)C(=O)C1N=Nc1ccc2ccccc2c1 (stereo not given)	-24%	3
CCCCN1C(N)=NC[C@@H]1Cc1ccccc1	7%	-3
COc1cc(NC(C)CCCNC(C)C)c2ncccc2c1OC (stereo not given)	-1%	5
COc1ccc(C(=O)NCCn2cc(SCC(=O)Nc3nnc(C)s3)c3ccccc32)cc1	-4%	5
COCCN(C(=O)c1ccc2c(c1)S(=O)(=O)N=C1CCCCCN12)c1c(N)n(CC(C)C)c(=O)[nH]c1=O	7%	0
COC1C=CC=C(C)C(=O)NC2=CC(=O)C(N)=C(CC(C)CC(OC)C(O)C(C)C=C(C)C1OC(N)=O)C2=O (stereo not given)	-1%	67
CCCC(O)(c1ccccc1)C(c1ccccc1)c1ccccn1 (stereo not given)	0%	-4
COC(=O)C1(C)COP(=O)(NC23CC4CC(CC(C4)C2)C3)OC1 (stereo not given)	2%	-2

A portion of the library; the hit share may differ from the screen's.
